S2 tox – viability counter-screen for ATXN expression inhibitors; S2 cells (HEK-293 line with an ATXN2-luciferase reporter) viability, CellTiter-Fluor protease fluorescence, 24 h; Potency, µM (titrated, usually from 56.7 µM), most hits filed as cytotoxic; actives 0.49% (n = 400,000); AID 651635; further: potency means the concentration at half of the fitted maximal effect; nearly all actives have a fitted effect of over 40% in size
CCT modulator – changes cytosolic chaperonin activity; actives 0.3% (n = 360,000); purified chaperonin ATPase assay, HTRF ADP detection, 30 min; activity change, % (concentration not given with the values), hits read low; in the data active means activity change below about -30%; further: on the % scale 0 is the no-effect control and ±100 the full control effect
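First, chaperonin was dispensed at 40 nM or 20 nM final depending on batch activity. Next, compounds were pinned at 76 uM and ATP added at 10 uM. After 30 min at 37 °C, ADP detection reagents ran 30 min at ambient temperature.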
HepG2 tox – kills HepG2 cells in TGF-b inhibitor counter-screen. HepG2 CAGA-GFP viability, ATP luminescence, 18 h. Potency, µM (top dose mostly 46.1 µM), without a hit: top-dose activity change, negative = cytotoxicity, actives largely listed as cytotoxic. actives 0.76% (n = 410,000). AID 588856; further: potency means the concentration at half of the fitted maximal effect; some results filed as inactive show a strong effect at the top dose
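CellTiter-Glo luminescence gave cytotoxicity after 18 hours at 37 degrees C. The cells were HepG2 CAGA-GFP in 1% FBS DMEM, stimulated with 500 pg/mL TGF-beta after compound addition. %Activity was normalised to no-cell wells (complete cell-killing) and DMSO (no toxicity), and curves were fitted and classified.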
A549 tox – kills or reduces viability of A549 cells in Nrf2 counter-screen; A549 ARE-Fluc cells, CellTiter-Fluor viability, 18-24 h; Potency, µM (highest dose often 46 µM), for inactives: top-dose activity change, negative = cytotoxicity, hits mostly inhibitors; actives 0.16% (n = 390,000); AID 504648; further: potency means the concentration at half of the fitted maximal effect; on the % scale 0 is the no-effect control and ±100 the full control effect
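A549 ARE_Fluc cells in 5% FBS OPTI-MEM were exposed to compounds in concentration-response for 18-24 h at 37 deg C. Viability was read by CellTiter-Fluor fluorescence (Ex 405/Em 525) after 30 min, before the luciferase read.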
TGFb SMAD3 inh – TGF-b pathway inhibition. actives 1.2% (n = 410,000). HepG2 CAGA-GFP TGF-b/SMAD3 reporter, GFP fluorescence, 18 h; TGF-beta stimulated, 500 pg/mL final. Potency, µM (top dose mostly 46.1 µM), for inactives: top-dose activity, negative = inhibition, most hits filed as inhibitors. AID 588855; further: potency means the concentration at half of the fitted maximal effect; on the % scale 0 is the no-effect control and ±100 the full control effect; nearly all actives have a fitted effect of over 65% in size
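Inhibition of TGF-beta-driven CAGA-GFP reporter expression in HEPG2 cells is measured by cellular GFP fluorescence after 18 h stimulation with 500 pg/mL recombinant TGF-beta in 1% FBS medium at 37 degrees C.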
pAkt inh – inhibitors of Akt phosphorylation | Neuro2A IGF-stimulated pAkt S473 HTRF, 20 min; hits give low values | activity change, % for hits at 50 µM | actives 0.32% (n = 360,000) | AID 651550; in the data active means activity change below about -80%; inconclusive means mostly about -51% to -80%; further: on the % scale 0 is the no-effect control and ±100 the full control effect
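Neuro2A cells in DMEM with 0.5% FBS, overnight at 37 deg C, given compound at single 50 µM final, then IGF (6 nM final) for 20 min at 37 deg C. Lysed; phospho-Akt Ser473 by HTRF after 24 h, 665/615 ratio.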
Nrf2 ARE act – activates Nrf2 signaling; AREc32 ARE-luciferase reporter (MCF7-derived line), luminescence, 24 h; Potency, µM (doses to about 46.1 µM), for inactives: at the highest dose activation, hits mostly activators; actives 0.31% (n = 410,000); further: potency means the concentration at half of the fitted maximal effect; % of control where 0% means no effect; nearly all actives have a fitted effect of over 65% in size
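ARE-driven firefly luciferase activity in AREc32 cells measured after a 24 hr compound exposure at 37 deg C, using Steady-Glo reagent and a 30 min room-temperature hold.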
Nrf2 inh – blocks Nrf2 signaling; A549 ARE-Fluc reporter, luciferase luminescence, 18-24 h; Potency, µM (titrated, usually from 46 µM), inactives show at the top dose activity change, negative = inhibition, actives largely listed as inhibitors; actives 2.1% (n = 360,000); further: potency means the concentration at half of the fitted maximal effect; on the % scale 0 is the no-effect control and ±100 the full control effect; nearly all actives have a fitted effect of over 60% in size
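In this cell-based qHTS, ARE-driven firefly luciferase in A549 cells reports Nrf2 activity; the luminescent signal after BugLite lysis is the measured value, with a prior CellTiter-Fluor read for cell health.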
MmCpn inh – blocks the Methanococcus maripaludis chaperonin Mm-Cpn | purified Mm-Cpn ATPase, ADP Transcreener TR-FRET | Potency, µM (highest dose often 76.9 µM), inactives show top-dose activity, negative = inhibition, usual class: inhibitors | actives 0.031% (n = 330,000); further: potency means the concentration at half of the fitted maximal effect; on the % scale 0 is the no-effect control and ±100 the full control effect; nearly all actives have a fitted effect of over 80% in size
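Reaction buffer contained 30 mM Tris pH 7.4, 100 mM KCl, 5 mM MgCl2 and 1 mM DTT. Mm-CPN (25 nM final) hydrolysed 10 uM ATP over 30 min at 37°C; ADP was read by HTRF.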
Starred values were filed as active, the others as inactive; i = inactive; ? = inconclusive; nt = not tested or not shown; [ ] = dose if it differs, or a comment. Unless noted, the call rests on the fitted dose curve; in most records, active means well fitted curve in the direction sought with a large enough effect; inconclusive means small, poorly fitted or top-dose-only effect, or another doubt; inactive means no such curve, though single readings can be large; an effect the other way counts as inactive or inconclusive. The order is random; about 4.4% have a hit in one of these screens.

SMILES	S2 tox	CCT modulator	HepG2 tox	A549 tox	TGFb SMAD3 inh	pAkt inh	Nrf2 ARE act	Nrf2 inh	MmCpn inh
N#CC1C(C#N)N2CCCN2C1c1ccc(Br)cc1 (stereo unspecified)	i	-3.2	10%	-1%	5%	i	3.1%	3%	0%
S=C(Nc1ccccc1Cl)N1CCC(c2ccccc2)C1 (stereo unspecified)	i	-2.5	1%	-1%	8%	i	2.0%	26%	1%
COc1ccc(-c2cc(C(F)(F)F)nc(SCC(=O)NCc3ccc(F)cc3)n2)cc1	i	nt	-3%	-9%	-6%	nt	-0.8%	-17%	nt
CCOC(=O)CC1C(=O)NCCN1c1nc2c(C)cccn2c(=O)c1/C=C1\SC(=S)N(C(C)CC)C1=O (stereo unspecified)	?	-3.0	-25%	21µM*	175%[activator]	i	1.5%	?	-2%
CC1=NN(C(=O)Cn2ccc([N+](=O)[O-])n2)C(O)(C(F)(F)F)C1 (stereo unspecified)	i	2.0	2%	0%	2%	i	-0.4%	5%	2%
CSCCC(c1nc2ccccc2[nH]1)n1c(C)nc2ccccc21 (stereo unspecified)	?	-0.5	nt	nt	nt	i	0.6%	nt	nt
COc1ccc(N2CCN(C(CNC(=O)C(C)(C)C)c3ccco3)CC2)cc1 (stereo unspecified)	i	-1.2	1%	-1%	6%	i	-0.6%	2%	-6%
CCCNC(=O)C1(C)CCCN(Cc2ccsc2)C1 (stereo unspecified)	i	-0.6	-1%	nt	3%	i	0.4%	nt	nt
Cc1ccc(Cl)cc1-n1ncc2c(NCCCn3ccnc3)ncnc21	i	nt	-17%	16%	-16%	nt	0.6%	nt	nt
O=C(OCCN1C(=O)c2ccccc2C1=O)c1ccco1	i	1.6	8%	4%	-1%	i	2.9%	18%	?
CCCn1ccc2c(OCC(=O)Nc3cc(C)ccc3C)cccc2c1=O	i	nt	-17%	-2%	?	nt	1.6%	nt	nt
CC(C)Cc1nnc(NC(=O)CCC(=O)NC2CCCc3ccccc32)s1 (stereo unspecified)	i	1.5	3%	7%	-6%	i	2.4%	4%	1%
O=C(CN1C(=O)NC2(CCCC2)C1=O)N1CCN(c2ccccc2Cl)CC1	i	1.2	-7%	-9%	-15%	i	0.5%	13%	0%
Cc1oc2ccc(O)c(CN3CCOCC3)c2c1C(=O)Nc1ccccc1	?	nt	-9%	?	-3%	nt	3.8%	5%	nt
COc1cc(OC)c(NS(=O)(=O)c2cc3c(cc2C)NC(=O)CO3)cc1Cl	i	nt	-25%	-7%	-3%	nt	-0.4%	1%	nt
COc1ccc(CN2CCOCC2)c(C)c1C	i	1.0	1%	4%	19%	i	0.2%	11%	1%
CCOC(=O)C(C)On1c(-c2ccccc2)nc2ccc([N+](=O)[O-])cc21 (stereo unspecified)	i	1.1	-16%	-7%	-3%	i	26%	?	-2%
O=C(COC(=O)CCCN1C(=O)c2cccc3cccc(c23)C1=O)Nc1cccc(Br)c1	i	2.8	11%	-5%	10%	i	3.6%	1%	-1%
COc1ccc(C(=O)NC2CCCc3c2cnn3-c2cc(F)cc(F)c2)c(OC)c1OC (stereo unspecified)	i	-0.6	-11%	-11%	-9%	i	0.0%	-8%	-2%
Cc1nc2ccccc2n1CC(=O)OCC(=O)NC1CC1	i	0.3	8%	-1%	0%	i	0.0%	?	1%
CCCN1CCN(C(=O)c2ccc(CS(=O)c3ccc(F)cc3)o2)CC1 (stereo unspecified)	i	-1.2	3%	8%	-2%	i	-0.4%	14%	-5%
CCOc1ccc(CN2CCN(Cc3cc4ccccc4[nH]3)CC2CCO)cc1 (stereo unspecified)	i	-2.4	-2%	-9%	?	i	6.4%	12%	0%
CC(=O)N1c2ccccc2N(Cc2ccc([N+](=O)[O-])cc2)C(=O)C1(C)C	i	-0.5	2%	-2%	12%	i	-0.5%	-12%	0%
NC(=S)C(c1ccccc1)c1ncc(C(F)(F)F)cc1Cl (stereo unspecified)	i	0.1	0%	7%	-8%	i	-0.2%	-12%	-3%
O=C(CC[C@H]1O[C@@H](n2ccc(=O)[nH]c2=O)[C@H](O)[C@@H]1O)NCc1ccco1	i	2.2	23%	nt	-4%	i	-1.0%	nt	nt
CCC(C)NC(=O)c1cn(CC)c2cc(N3CCN(C(=O)c4ccco4)CC3)c(F)cc2c1=O (stereo unspecified)	i	0.5	-27%	-3%	-20%	i	2.8%	-2%	-1%
Cc1cc([N+](=O)[O-])cc(C)c1OCC(=O)N/N=C/c1ccc(OC(=O)c2ccccc2)cc1	i	0.1	8%	-6%	-2%	i	3.9%	0%	-2%
O=C(O)c1nc(-c2ccccc2)c(C(=O)NC2CC2)[nH]1	i	2.0	-33%	nt	-7%	i	-0.1%	nt	nt
COc1ccc(-c2nc(S(=O)(=O)c3ccc(C)cc3)c(N3CCCCC3)o2)cc1	nt	nt	-12%	-5%	-11%	nt	3.8%	-16%	nt
Cc1ncsc1C(=O)Nc1nc2c(s1)CCCC2	i	1.3	-57%	-11%	-22%	i	20%	?	-1%
Cc1cc(C)n(/N=C/c2ccccc2)c(=O)c1C#N	i	-6.5	0%	-5%	-16%	i	4.6%	-1%	-1%
CCOC(=O)c1[nH]c2c(c1Cc1ccccc1)C(=O)CC(c1ccc(OC)cc1)C2 (stereo unspecified)	i	nt	-5%	-4%	?	nt	1.1%	?	nt
CC1(C)CC(=O)C(C2(O)C(=O)N(Cc3ccccc3)c3ccccc32)CO1 (stereo unspecified)	i	0.5	-2%	nt	-8%	i	0.1%	?	0%
O=C(/C=C/c1cccc(F)c1)NCc1ccc2c(c1)OCO2	i	-0.2	2%	4%	-7%	i	2.5%	18%	1%
CCN(CC)C(=O)C(Oc1ccc(S(=O)(=O)N2CCCC2)cc1[N+](=O)[O-])c1ccccc1 (stereo unspecified)	i	-2.3	-20%	3%	11%	i	0.9%	?	-1%
Cc1ccc2nc(NC(=O)CCNS(=O)(=O)c3ccc(Br)s3)sc2c1	?	0.4	-35%	-8%	?	i	6.1%	21%	-1%
COc1ccc(-c2cn[nH]c2-c2ccc(OCc3ccccc3F)cc2O)cc1OC	?	-0.3	-88%	2%	16µM*	i	-1.2%	-4%	2%
COc1ccc(NC(=O)c2[nH]c(C)c(C(C)=O)c2C)cc1S(=O)(=O)Nc1ccc(Br)cc1	i	0.3	-44%	0%	-12%	i	7.5%	?	-2%
COc1ccc(NC(=O)[C@@H]2CCCN2S(=O)(=O)c2ccccc2F)cc1S(=O)(=O)N1CCCCC1	i	-2.1	1%	-10%	7%	i	-0.2%	?	1%
CCc1cc(CC)c(/C=N/NC(N)=O)c(CC)c1	i	-2.0	-15%	15%	?	i	-0.2%	-2%	-1%
Cn1cc(CN2CCCC(C(=O)Nc3cccc(-n4cccn4)c3)C2)cn1 (stereo unspecified)	i	-1.2	-20%	0%	-7%	i	-0.6%	13%	0%
N#Cc1cc(C(=O)c2cc(Cl)ccc2O)cn(CC2CCCO2)c1=O (stereo unspecified)	i	-4.4	-6%	1%	-14%	i	-0.1%	-3%	-1%
O=C(CN1C(=O)NC(c2ccccc2)(c2ccccc2)C1=O)NC1CCS(=O)(=O)C1 (stereo unspecified)	i	-2.2	-3%	-2%	-6%	i	-1.0%	2%	1%
Nc1nccnc1C(=O)OCC(=O)Nc1ccc2[nH]c(=O)[nH]c2c1	i	-1.5	-4%	-5%	0%	i	-0.9%	12%	-18%
CC1C(=O)Nc2ccc(S(=O)(=O)NCCc3ccc(Cl)cc3)cc2NC1=O (stereo unspecified)	i	-2.0	-12%	-3%	-23%	i	-0.6%	18%	0%
CN1CCC(=NNC(=O)c2cn(-c3ccccc3)nc2-c2ccccc2)CC1	i	-1.6	1%	0%	4%	i	-0.5%	-16%	-2%
CC(C)C(NC(=O)c1ccc(C(C)(C)C)cc1)C(=O)N1CCC(C(N)=O)CC1 (stereo unspecified)	i	-1.8	6%	3%	6%	i	0.3%	-8%	0%
COC(=O)c1ccc(C(=O)Nc2cc(Cl)ccc2Cl)cc1NC(=O)c1ccccc1C	?	-0.6	-3%	-20%	3%	i	0.2%	-21%	-4%

Molecules shown so far that have bromine (4):
SMILES	S2 tox	CCT modulator	HepG2 tox	A549 tox	TGFb SMAD3 inh	pAkt inh	Nrf2 ARE act	Nrf2 inh	MmCpn inh
N#CC1C(C#N)N2CCCN2C1c1ccc(Br)cc1 (stereo unspecified)	i	-3.2	10%	-1%	5%	i	3.1%	3%	0%
O=C(COC(=O)CCCN1C(=O)c2cccc3cccc(c23)C1=O)Nc1cccc(Br)c1	i	2.8	11%	-5%	10%	i	3.6%	1%	-1%
Cc1ccc2nc(NC(=O)CCNS(=O)(=O)c3ccc(Br)s3)sc2c1	?	0.4	-35%	-8%	?	i	6.1%	21%	-1%
COc1ccc(NC(=O)c2[nH]c(C)c(C(C)=O)c2C)cc1S(=O)(=O)Nc1ccc(Br)cc1	i	0.3	-44%	0%	-12%	i	7.5%	?	-2%

(next part)
SMILES	S2 tox	CCT modulator	HepG2 tox	A549 tox	TGFb SMAD3 inh	pAkt inh	Nrf2 ARE act	Nrf2 inh	MmCpn inh
O=C(N[C@@H](Cc1c[nH]c2ccccc12)C(=O)O)OCC1c2ccccc2-c2ccccc21	i	-0.9	-3%	1%	1%	i	0.0%	-3%	0%
CCNC(=O)C1(C)CCN(C(=O)c2ccccc2)C1 (stereo unspecified)	i	0.5	-1%	nt	-3%	i	0.7%	nt	nt
CCCCN(C)CCCNC(=O)Cn1ncc2c3ccccc3n(Cc3cccc(Cl)c3)c2c1=O	i	nt	-1%	13%	1%	nt	-1.7%	11%	nt
COC(=O)[C@H](CCSC)NC(=O)Cn1cc(C)c(=O)[nH]c1=O	i	-8.2	-2%	1%	5%	i	0.5%	1%	nt

Compound activity (PubChem BioAssay)
